HKDC1 inhibitor: inhibitors of human hexokinase HKDC1; Q2TB90; recombinant HKDC1, G6PDH/diaphorase resazurin coupled fluorescence; inhibition, % at 20 µM; 340,000 compounds, 0.16% hits; AID 493160;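 active = inhibition above about 35% when tested at 20 µM, limit read from the data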;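 also: plate controls were DMSO wells with enzyme for no effect and DMSO wells lacking enzyme for full effect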
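Assay system: recombinant HKDC1 hexokinase; detection: coupled resazurin fluorescence, excitation 525 nm, emission 613 nm; benchmarks: DMSO-plus-enzyme-mix negative control, buffer-substituted positive control; compound dosing: single 20 µM dose; schedule: 90 min at room temperature in dark; also added: glucose plus 1 mM ATP as hexokinase substrates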
PfGluPho inh: PfG6PD (Plasmodium falciparum) enzyme inhibition. PfGluPho enzyme, NADPH resazurin-diaphorase fluorescence. inhibition, % at 20 µM. 350,000 compounds, 0.78% hits. AID 504690;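 active = inhibition reaching at least a set limit at 20 µM in the primary screen, cut at about 59% in these data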;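 also: 0% = DMSO wells with substrate and 100% = DMSO wells lacking glucose-6-phosphate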
mIAP block: mouse IAP inhibition. purified mouse IAP, CDP-Star luminescence, 30 min. inhibition, % at 10 µM. 330,000 compounds, 0.2% hits. AID 2806;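 active = inhibition of at least 40% at 10 µM in the primary screen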;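 also: plate controls were DMSO with enzyme for no effect and no enzyme wells for full effect; values of inactives mirror those of a sister screen read the other way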
ATG4B inh: blocks human ATG4B protease cleavage of LC3 substrate. AID 504462. 340,000 compounds, 0.51% hits. inhibition, % at 8.33 µM. Q9Y4P1. ATG4B cleavage of LC3-PLA2, NBD-HPC fluorescence, 1 h; in the data active = inhibition above about 40%
Target sequence (Q9Y4P1 whole entry, looked up): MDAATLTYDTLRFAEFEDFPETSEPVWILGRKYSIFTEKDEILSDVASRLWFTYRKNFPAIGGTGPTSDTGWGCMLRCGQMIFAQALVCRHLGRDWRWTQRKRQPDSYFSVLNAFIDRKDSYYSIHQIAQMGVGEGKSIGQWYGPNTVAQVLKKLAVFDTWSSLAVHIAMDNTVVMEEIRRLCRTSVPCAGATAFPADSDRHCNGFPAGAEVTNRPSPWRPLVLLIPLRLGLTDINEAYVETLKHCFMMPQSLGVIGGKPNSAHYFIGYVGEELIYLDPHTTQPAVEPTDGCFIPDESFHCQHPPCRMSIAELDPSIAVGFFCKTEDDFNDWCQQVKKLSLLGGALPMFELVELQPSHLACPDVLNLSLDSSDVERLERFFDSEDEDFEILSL
A3A deaminase: blocks human APOBEC3A ssDNA deamination; 330,000 compounds, 0.41% hits; recombinant A3A, FAM/TAMRA ssDNA deamination fluorescence; AID 493011; inhibition, % at 20 µM; P31941;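 active = at least 40% inhibition at 20 µM here, with at most 30% in a related deaminase screen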;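 also: plate controls were A3A with DMSO for no effect and wells lacking A3A enzyme for full effect; some results filed as inactive read as strong as hits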
mIAP activ: increases mouse intestinal alkaline phosphatase activity; muIAP, CDP-Star luminescence, 30 min; hits give high values; 1 = vehicle-only enzyme signal, 0 = enzyme-free wells; activation factor at 10 µM; 330,000 compounds, 0.24% hits;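 active = activation factor of at least 2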; also: the source names both 10 and 20 µM as test concentration; values of inactives mirror those of a sister screen read the other way
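Assay system: mouse IAP enzyme / Compound: DMSO-dissolved test compounds / Timing: 30 min, room temperature / Measured by: luminescence from enzymatic CDP-Star hydrolysis / Control set: DMSO-only wells, enzyme-free buffer wells as negative control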
hIAP inh: blocks human intestinal alkaline phosphatase; P09923; purified IAP, CDP-Star luminescence, 30 min; inhibition, % at 10 µM; 330,000 compounds, 0.12% hits; AID 2544;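 active = inhibition reaching a set limit with compound at 10 µM in the primary screen, cut at about 35% in these data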;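 also: plate controls were DMSO wells with enzyme for no effect and no-enzyme buffer wells for full effect; values of inactives mirror those of a sister screen read the other way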
Target sequence (P09923 whole entry, looked up): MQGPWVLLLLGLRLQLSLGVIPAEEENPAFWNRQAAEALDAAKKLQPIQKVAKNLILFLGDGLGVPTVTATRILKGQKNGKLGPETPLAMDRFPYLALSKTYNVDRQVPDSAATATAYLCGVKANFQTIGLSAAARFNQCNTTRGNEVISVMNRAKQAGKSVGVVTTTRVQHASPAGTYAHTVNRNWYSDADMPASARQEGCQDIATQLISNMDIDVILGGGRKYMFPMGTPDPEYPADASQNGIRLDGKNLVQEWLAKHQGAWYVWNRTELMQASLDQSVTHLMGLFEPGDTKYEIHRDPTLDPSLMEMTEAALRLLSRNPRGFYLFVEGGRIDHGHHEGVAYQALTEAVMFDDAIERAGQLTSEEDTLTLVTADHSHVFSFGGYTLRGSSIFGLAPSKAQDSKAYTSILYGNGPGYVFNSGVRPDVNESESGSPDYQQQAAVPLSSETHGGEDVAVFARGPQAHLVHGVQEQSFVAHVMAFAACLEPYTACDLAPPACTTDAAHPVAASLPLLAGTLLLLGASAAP
hIAP activ: increases human intestinal alkaline phosphatase activity; P09923; purified human IAP, CDP-Star luminescence, 30 min; hits give high values; 1 = vehicle-only enzyme, 0 = enzyme-free background; activation factor at 10 µM; 330,000 compounds, 0.16% hits; AID 2524;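 active = activation factor of the enzyme at least 2-fold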; also: the source names both 10 and 20 µM as test concentration; values of inactives mirror those of a sister screen read the other way
The depositor's hits bear a star.

SMILES	HKDC1 inhibitor	PfGluPho inh	mIAP block	ATG4B inh	A3A deaminase	mIAP activ	hIAP inh	hIAP activ
Cc1cccc(N(C(=O)CNC(=O)c2ccco2)C(C(=O)NC2CCCC2)c2ccncc2)c1 (stereo not given)	-6	-12	1	-3	-2	0.99	0	1
O=C(NCC(c1ccco1)N1CCCC1)c1cc(S(=O)(=O)N2CCOCC2)ccc1Cl (stereo not given)	-4	15	6	1	-3	0.94	-4	1
COc1ccccc1/C(O)=C(\C#N)c1nc2ccccc2[nH]1	-5	-1	-4	0	-5	1	-18	1.2
Cc1cc(-c2nc(-c3ccncc3)no2)ccc1[N+](=O)[O-]	-3	4	8	-5	-1	0.93	1	0.99
O=C(CSc1nnnn1-c1cccc2ccccc12)N1CCOCC1	-6	-6	10	-4	-1	0.9	17	0.83
O=C(COc1ccccc1Cl)N1CCCC1	-1	-5	-7	-7	1	1.1	-4	1
COc1ccc(Cc2nc3c4c(ncn3n2)Oc2c(ccc3ccccc23)C4c2ccc(OC)c(OC)c2)cc1 (stereo not given)	-3	2	-12	1	-5	1.1	-18	1.2
Cc1ccc(CSc2nc3nc(C)cc(C)c3c(=O)[nH]2)cc1	7	-8	-12	-1	-4	1.1	-3	1
N#Cc1ccc(-c2ccc(OCC(=O)NN=Cc3ccncc3)cc2)cc1	-6	21	-3	-9	-1	1	-7	1.1
CCCN1CCN(C(=O)CN2C(=O)CC(C)(C)S(=O)(=O)c3ccccc32)CC1	5	-10	-10	-10	-2	1.1	-5	1.1
Cc1ccc(S(=O)(=O)N2CCC(C(=O)Nc3ccc(S(=O)(=O)N4CCCC4)cc3)CC2)cc1	1	6	-67	-10	28	1.7	-5	1.1
CC(=O)NCCC(=O)N1CCCC(N(C)CCc2ccccc2)C1 (stereo not given)	5	-13	0	7	-3	1	3	0.97
O=C(Cc1ccccc1)Nc1ccc(S(=O)(=O)N2CCOCC2)cc1	6	-21	3	2	0	0.97	12	0.88
O=C(CN1C2CCC1CC(NC(=O)C1CC1)C2)NCc1ccccc1 (stereo not given)	-3	-4	-1	-9	-2	1	2	0.98
COc1ccc(Cl)cc1C(=O)Nc1ccc(S(N)(=O)=O)cc1	10	6	3	-2	-3	0.97	-3	1
CCn1cc(/C=C2/SC(=S)NC2=O)c(C)n1	16	0	9	5	-4	0.91	7	0.93
Cc1c(OCC(=O)NC(Cc2ccc(Cl)cc2)C(=O)O)ccc2c3c(c(=O)oc12)CCC3 (stereo not given)	14	-39	10	-14	0	0.9	9	0.91
O=C(c1nc2ncccn2n1)N1CCN(c2ccccc2)CC1	-11	-2	-4	-14	0	1	7	0.93
Cc1csc2ncc(C(=O)NCCc3ccccc3)c(=O)n12	-4	0	-9	-2	-6	1.1	4	0.96
COc1ccccc1CO/N=C/NC(=O)c1c(OC)ccnc1Oc1ccc(F)cc1	-7	12	2	-5	-7	0.98	-7	1.1

Next section; it opens with the two that closed the last part.
SMILES	HKDC1 inhibitor	PfGluPho inh	mIAP block	ATG4B inh	A3A deaminase	mIAP activ	hIAP inh	hIAP activ
Cc1csc2ncc(C(=O)NCCc3ccccc3)c(=O)n12	-4	0	-9	-2	-6	1.1	4	0.96
COc1ccccc1CO/N=C/NC(=O)c1c(OC)ccnc1Oc1ccc(F)cc1	-7	12	2	-5	-7	0.98	-7	1.1
COc1ccc(OC)c(NC(=S)NCc2ccco2)c1	-3	8	-10	-1	-1	1.1	-7	1.1
Cc1ccc(C2=NS(=O)(=O)N(C)C(C(=O)NC3CCCC3)=C2)cc1	1	11	6	-1	-2	0.94	13	0.87
CS(=O)(=O)N(CC(=O)NCCSc1ccc(Cl)cc1)c1ccc2c(c1)OCO2	0	15	-23	-15	-5	1.2	-14	1.1
CCOC(=O)N1CCN(C(=O)C2CCN(S(=O)(=O)c3ccc(C)cc3)CC2)CC1	2	-4	-2	-11	-1	1	-11	1.1
CC(Oc1cc2oc(=O)c3c(c2cc1Cl)CCC3)C(=O)NCc1ccncc1 (stereo not given)	6	16	-3	-8	2	1	-16	1.2
CCOC(=O)c1c(NC(=O)c2ccc(Cl)cc2)csc1C	-7	7	-1	1	-3	1	1	0.99
O=C(Nc1nnc(-c2ccncc2)s1)Nc1ccccc1F	-3	-5	5	2	-2	0.95	-2	1
O=C(c1nc2ccc(Cl)cn2c1CN1CCC[C@H]1CO)N1CCCCCCC1	-5	1	-6	14	3	1.1	-25	1.3
CCOc1ccc(NC(=O)c2ccc(NC(=O)CSc3nc4ccccc4c(=O)[nH]3)cc2)cc1	1	-3	3	-3	6	0.97	-11	1.1
COc1ccc(CC(NC(C)=O)C(=O)NC2CCN(c3c(Cc4ccccc4)c(C)nc4ncnn34)CC2)c(OC)c1 (stereo not given)	-9	-9	7	3	1	0.93	4	0.96
O=C(CN1CCCCC1)NC(=O)NCc1ccccc1	-17	4	4	10	-4	0.96	1	0.99
CC(=O)Nc1ccc(NC(=O)C2CCN(C(=O)C3CC(=O)N(c4ccc(C)cc4)C3)CC2)cc1 (stereo not given)	-6	-3	-12	-10	-3	1.1	0	1
Cc1ccc(-c2nnc(OCC3CCCO3)c3ccccc23)cc1 (stereo not given)	8	-2	3	-12	2	0.97	-10	1.1
CCN=C1S/C(=C\c2ccc(Sc3ccc(Cl)cc3)o2)C(=O)N1CC	9	-1	1	-8	-2	0.99	1	0.99
Cn1nnnc1Sc1ncnc2scc(-c3ccccc3C(F)(F)F)c12	6	52	-2	-9	52	1	-2	1
COc1ccc(S(=O)(=O)NCc2ccncc2)cc1NC(=O)c1ccccc1C	1	7	-4	-1	-2	1	-10	1.1
Nc1cc(N)nc(SCc2cccnc2)n1	-3	-1	8	-10	-3	0.92	3	0.97
CSc1ccc(CCNC(=O)CS(=O)(=O)Cc2nc(-c3ccccc3F)oc2C)cc1	-4	6	0	-3	-4	1	-27	1.3
Cc1ccc(CNC(=O)c2nc3nc(C)cc(C)n3n2)cc1	-5	0	8	-7	-5	0.92	-9	1.1
Cc1ccc(C(=O)CSc2ncnc3ccccc23)o1	-13	20	6	4	-1	0.94	10	0.9

Profiles, quoted from the list.
COc1ccc(S(=O)(=O)NCc2ccncc2)cc1NC(=O)c1ccccc1C is entered as HKDC1 inhibitor = 1; PfGluPho inh = 7; mIAP block = -4; ATG4B inh = -1; A3A deaminase = -2; mIAP activ = 1; hIAP inh = -10; hIAP activ = 1.1
Cc1cc(-c2nc(-c3ccncc3)no2)ccc1[N+](=O)[O-] is entered as HKDC1 inhibitor = -3; PfGluPho inh = 4; mIAP block = 8; ATG4B inh = -5; A3A deaminase = -1; mIAP activ = 0.93; hIAP inh = 1; hIAP activ = 0.99

The results go on:
SMILES	HKDC1 inhibitor	PfGluPho inh	mIAP block	ATG4B inh	A3A deaminase	mIAP activ	hIAP inh	hIAP activ
O=c1c2c(nc3cc(-c4ccc(F)cc4)[nH]n13)CCC2	-7	18	0	-9	-1	0.99	3	0.97
CC(C)CN(C(=O)CN1CCN(S(=O)(=O)c2ccccc2)CC1)c1c(N)n(CC(C)C)c(=O)[nH]c1=O	2	14	-2	1	-1	1	-1	1
Cc1cc(C(=O)OCC(=O)Nc2ccccc2)c(C)o1	3	0	-14	-2	-4	1.1	-12	1.1
CCN(Cc1ccccc1)C(=O)CCS(=O)(=O)c1ccc2c(c1)NC(=O)CO2	-1	5	3	-4	-3	0.97	-7	1.1
O=C(O)CCCCN1C(=O)/C(=C\c2ccc(OCc3ccccc3)c(OCc3ccccc3)c2)SC1=S	5	-25	20	2	-7	0.8	15	0.85
CCOC(=O)c1cc(NC(=O)Cc2ccc(S(=O)(=O)N3CCOCC3)s2)cc(C(=O)OCC)c1	-2	14	2	-16	-2	0.98	5	0.95
Cc1ccc(S(=O)(=O)N2[C@@H](c3ccc(Cl)cc3)C(C(=O)O)=CC[C@H]2c2ccc(C(C)C)cc2)cc1	9	-20	0	33	2	1	-11	1.1
Cc1c(N=Cc2nc3ccccc3n2C)c(=O)n(-c2ccccc2)n1C	-3	0	8	0	-4	0.92	-14	1.1
COc1cccc(/C=C/C(=O)OCC(=O)c2ccc(S(=O)(=O)N3CCCCC3)cc2)c1OC	3	-13	9	0	-1	0.91	6	0.94
Cc1cccc2nc(-c3ccccc3)nc(N3CCC(O)(c4ccc(Cl)cc4)CC3)c12	-7	9	3	41*	7	0.97	3	0.97
CCOc1cc(S(=O)(=O)NCc2ccccn2)ccc1Cl	1	0	0	-7	-2	1	3	0.97
COC(=O)[C@]1(Cc2ccccc2)N[C@H](CN(C)C(=O)Nc2ccccc2)[C@@H]2C(=O)N(Cc3ccccc3)C(=O)[C@@H]21	-1	11	-3	-9	1	1	4	0.96
O=C(O)[C@H]1CCCC[C@H]1C(=O)Nc1cc([N+](=O)[O-])ccc1F	-12	12	2	4	3	0.98	-4	1
CCn1c(SCc2ccc(F)cc2)nnc1-c1nn(-c2ccccc2)ccc1=O	-1	-9	-2	-12	0	1	26	0.74
CCc1ccccc1NC(=O)CCS(=O)(=O)c1ccc(C)cc1	-5	-6	-4	-9	-5	1	1	0.99
COc1ccc(C(=O)NNC(=O)c2ccccc2[N+](=O)[O-])cc1[N+](=O)[O-]	-1	-13	6	2	4	0.94	10	0.9
CCCN(CCC)CCCNC(=S)Nc1ccc2nc3n(c(=O)c2c1)CCCCC3	-5	-11	-26	8	-3	1.3	-8	1.1
Cc1ccc(OCC(=O)N2CCc3ccccc3C2)c(Br)c1	-4	8	-7	16	-1	1.1	-12	1.1
Cc1cc(C(=O)NCC(=O)OC(C)C(=O)N2CCOCC2)ccc1[N+](=O)[O-] (stereo not given)	-1	-14	13	9	0	0.87	-3	1
CC(C)CC(C(=O)O)N(Cc1ccccc1)Cc1ccccc1 (stereo not given)	3	-3	8	1	-2	0.92	-11	1.1
CC(C)CN1CCC(C(=O)N2CCN(c3ccccc3F)CC2)CC1	-1	-8	1	-5	-1	0.99	-7	1.1
CC(=O)N1CCN(Cc2nc3cc(NC(=O)COc4cccc(C)c4)ccc3n2C)CC1	-2	-13	2	0	-4	0.98	0	1
N#CC(C#N)=Cc1ccc(-c2ccc(S(=O)(=O)N=C(N)N)cc2)o1	32	19	22	1	1	0.78	14	0.86
CC(=O)n1cc(/C=N/NC(N)=S)c2ccccc21	10	23	2	-17	-1	0.98	-12	1.1
O=C(CCNC(=O)c1ccccc1Cl)NCC1CCCO1 (stereo not given)	1	3	9	-8	1	0.91	-8	1.1
COc1ccc(OC)c(/C=N/Nc2nncn2/N=C/c2cc(OC)ccc2OC)c1	-9	33	4	-23	4	0.96	-2	1
O=C(CN(C(=O)Cn1nnc(-c2ccccc2F)n1)c1cccc2c1CCCC2)NCc1ccccc1	2	3	-51	32	-6	1.5	-2	1
Cn1c(=O)oc2cc(S(=O)(=O)N3CCC(C(=O)N4CCc5ccccc5C4)CC3)ccc21	7	-10	-2	2	-5	1	2	0.98
COC(=O)c1nnc(-c2ccccc2)nc1OC	-2	-12	-1	4	-3	1	-18	1.2
Cc1c(N=C2NC(=O)/C(=C/c3ccc(O)cc3)S2)c(=O)n(-c2ccccc2)n1C	-3	0	10	5	-7	0.9	6	0.94
COc1cccc(NC(=O)CN2CCCCCC2)c1	-4	-19	-9	1	-5	1.1	-44	1.4
N=C(N)SCc1nc2ccccc2c(=O)n1-c1ccccc1Cl	0	8	-5	-19	-1	1	-6	1.1
CC1CCC(NC(=O)CN(C)S(=O)(=O)c2cccc3cccnc23)CC1 (stereo not given)	-9	-6	-6	-5	-2	1.1	6	0.94
CN(C)N1C(N)=C(C#N)C(c2ccccc2)C2=C1CC(C)(C)CC2=O (stereo not given)	-2	0	-9	2	1	1.1	-14	1.1
O=C(CN(c1ccccc1)S(=O)(=O)c1ccccc1)Nc1ccc(F)cc1	0	-2	-11	6	-1	1.1	7	0.93
